Assay outcomes (PubChem BioAssay)
Pf growth 48h: inhibits P. falciparum growth in the first generation, 48 h. P. falciparum luciferase growth in erythrocytes, 48 h. Potency, µM (top dose mostly 28.7 µM), inactives show at the highest dose activity change, negative = inhibition, usual class: inhibitors. 310,000 tested, 5.9% active. AID 504832; note: potency is the fitted concentration of half-maximal effect; % is set by controls: 0 for no effect and ±100 for the full control effect
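Firefly luciferase activity from engineered P. falciparum reports growth; inhibitors lower the luminescent signal. Cultures contained 2% hematocrit erythrocytes at 0.1% final parasitemia.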
Giardia FBPA inh: Giardia lamblia aldolase inhibition; AID 2451; Potency, µM (highest dose often 59.6 µM), inactives show top-dose activity, negative = inhibition, usual class: inhibitors; purified Giardia FBPA; 290,000 tested, 0.71% active; note: potency is the fitted concentration of half-maximal effect; % is set by controls: 0 for no effect and ±100 for the full control effect; nearly all actives have a fitted effect of over 55% in size
Target sequence (A8B2U2 whole entry, looked up): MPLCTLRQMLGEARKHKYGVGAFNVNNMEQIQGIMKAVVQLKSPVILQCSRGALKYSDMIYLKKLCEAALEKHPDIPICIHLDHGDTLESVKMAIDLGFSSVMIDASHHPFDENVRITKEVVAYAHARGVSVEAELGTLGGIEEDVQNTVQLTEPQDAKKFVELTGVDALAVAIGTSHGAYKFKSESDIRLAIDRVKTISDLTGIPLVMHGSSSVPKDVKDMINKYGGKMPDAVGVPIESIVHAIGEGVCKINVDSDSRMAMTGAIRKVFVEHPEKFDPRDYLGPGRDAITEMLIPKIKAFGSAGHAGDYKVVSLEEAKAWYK
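40 nM FBPA preincubated 10 min at RT with compound (up to 57.5 uM final), then substrate plus GAPDH/TPI/NAD/arsenate coupling and diaphorase/resazurin added. Fluorescence read after 20 min at RT, 525/598 nm.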
Cycloheximide cs: affects cycloheximide protein synthesis inhibition readout, counter-screen; cell reporter, cycloheximide protein synthesis inhibition counterscreen; max response, %; 300,000 tested, 12% active; in the data active = max response mostly above about 13%, no sharp cut-off; inactive = mostly below about 14%; note: read at 38.3 µM for the half of the compounds with a filed dose; 0% is about no effect
Shiga inhibitor: Shiga toxin inhibition; Vero cells, Shiga toxin protein synthesis inhibition reporter; inhibition, % at 38.7 µM; 290,000 tested, 9.2% active; AID 2315; in the data active = inhibition mostly above about 28%, no sharp cut-off; inactive = mostly below about 43%; note: 0% is about no effect
Pf growth 96h: P. falciparum growth inhibition at 96 hours | AID 504834 | Potency, µM (series often up to 28.7 µM), for inactives: at the highest dose activity change, negative = inhibition, usual class: inhibitors | P. falciparum luciferase reporter growth, 96 h | 320,000 tested, 6.9% active; note: potency is the fitted concentration of half-maximal effect; % is set by controls: 0 for no effect and ±100 for the full control effect
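P. falciparum expressing integrated firefly luciferase grown in erythrocytes (2% hematocrit, 0.05% parasitemia final) with compounds for 96 hours at 37 C, 5% CO2. Growth inhibition read as loss of luminescence after adding luciferase detection reagent.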
Sm TGR block: blocks Schistosoma mansoni thioredoxin glutathione reductase. 360,000 tested, 3% active. Potency, µM (top dose mostly 114 µM), for inactives: at the top dose activity change, negative = inhibition, usual class: inhibitors. AID 485364. purified TGR, DTNB reduction, TNB absorbance 405 nm; note: potency is the fitted concentration of half-maximal effect; % is set by controls: 0 for no effect and ±100 for the full control effect; nearly all actives have a fitted effect of over 60% in size
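First, TGR (20 nM dispensed) and NADPH were mixed with compound. Second, a 15 min room-temperature incubation followed. Third, further NADPH and then DTNB were added to start the reaction. Finally, TNB absorbance was monitored kinetically.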
The depositor's hits bear a star; ? = inconclusive; / = not tested or not shown; & = joins results of further samples; [ ] = another dose, or the depositor's remark. Unless noted, calls come from the whole dose curve; as a rule, active = well fitted curve in the direction sought with a large enough effect; inconclusive = small, poorly fitted or top-dose-only effect, or another doubt; inactive = no such curve, though single readings can be large; an effect the other way counts as inactive or inconclusive.

Order of values – Pf growth 48h	Giardia FBPA inh	Cycloheximide cs	Shiga inhibitor	Pf growth 96h	Sm TGR block
- O=C(O)CCCn1cc(NC(=O)c2ccc(F)cc2)cn1
 : 15%	-4%	2	-29	4%	-1%
- Cc1ccc(OCCC(=O)OCC(=O)Nc2ccc(C)cc2Cl)cc1
 : 85%[activator]	/	/	/	75%[activator]	-17%
- O=C(Nc1c(F)cccc1F)C1CCN(C(=O)c2cccs2)CC1
 : 6%	0%	-1	-9	23%	22%
- COc1ccccc1N1CCN(c2nc(C)nc3c2oc2ccccc23)CC1
 : ?	-2%	4	32	8%	-9%
- O=C(NCc1ccc2c(c1)OCO2)c1nn(-c2ccccc2)c(=O)c2ccccc12
 : -25%	3%	-2	24	0.74µM*	16%
- C#CCn1c(=NC(=O)c2sc3ccccc3c2Cl)sc2cc(S(N)(=O)=O)ccc21
 : 5%	1%	1	-10	-16%	-23%
- Cn1c(C(=O)NC2CCCCC2)cc2sccc21
 : 70%[activator]	-7%	29*	50	/	-25%
- Cc1ccc(NC(=O)c2cc(=O)[nH]c3ccccc23)cc1C
 : 34%[activator]	5%	-2	-4	?	-5%
- CC(C)n1cnnc1SCC(=O)NNC(=O)COc1ccc(Cl)cc1
 : 4%	/	/	/	-3%	4%
- C=CCOc1ccc(CN(C)C(=O)CN2C(=O)c3ccccc3C2=O)cc1
 : 18%	-11%	2	23	-1%	-16%
- CN1CCN(NS(=O)(=O)c2cccs2)CC1
 : -16%	-4%	-3	-3	-21%	-17%
- O=C(O)c1ccc(-c2sc(Nc3ccccc3)n[n+]2-c2ccc(F)cc2)cc1
 : 21%	?	-2	-5	30%	-25%
- CCSc1nc(-c2ccc(OC)cc2)ccc1C#N
 : ?	-8%	-2	-8	25%	0%
- NCCN1C(=O)S/C(=C\c2ccc3c(c2)OCO3)C1=O
 : -19%[0.00184 µM]	-15%	-3	-17	0%	3%
- NS(=O)(=O)c1ccc(Nc2nc(-c3cccc([N+](=O)[O-])c3)cs2)cc1
 : -12%	-6%	5	14	?	0%
- O=C(O)CSc1nnc(CNc2ccc(F)cc2)n1-c1ccccc1
 : 0%	7%	-2	-13	16%	-1%
- CC(NC(=O)C12CC3(C)CC(C)(CC(C)(C3)C1)C2)C(=O)O (configuration not stated)
 : -2%	10%	3	-7	?	/
- O=C(CN1CCN(c2cccc(C(F)(F)F)c2)CC1)NCc1ccccc1
 : 6%	-12%	-1	-10	-4%	-6%
- Cc1cc(NS(=O)(=O)c2ccc(NC(=O)Cc3ccc([N+](=O)[O-])cc3)cc2)no1
 : 32%[activator]	-17%	1	22	-4%	2%
- COc1ccc(CNC(=O)CN2C(=O)NC3(CCCc4sccc43)C2=O)cc1 (configuration not stated)
 : 0%	/	/	/	-18%	-1%
- CCOC(=O)NNC1CC(=O)N(c2ccccc2)C1=O (configuration not stated)
 : 28%	9%	-2	-26	38%[activator]	8%
- COc1cc(/C=N/n2c(-c3ccccc3)n[nH]c2=S)cc(OC)c1OC
 : -1%	4%	-1	-11	39%[activator]	-11%
- COc1cc(OC)c(C(=O)OCN2C(=O)c3ccccc3C2=O)cc1OC
 : 17%	10%	-4	3	1%	-7%
- COC(=O)C1=C(C)NC(C)=C(C(=O)OC)C1C(=O)OCC(=O)N1CCCCC1C (configuration not stated)
 : -9%	/	/	/	?	0%
- COc1ccccc1-n1nc(C(=O)NCc2ccco2)c2ccccc2c1=O
 : ?	-1%	14	35	-6%	-4%
- CC(=O)O[C@]1(C(C)=O)CC[C@H]2[C@@H]3C=CC4=CC(=O)C=C[C@]4(C)[C@H]3CC[C@@]21C
 : 12µM*	-2%	-2	-2	4.7µM*	-11%
- Cc1ccnc(NC(=O)c2ccccc2NC(=O)C(C)(C)C)c1
 : ?	-3%	0	-2	?	0%
- O=C(N1CCCC1)C12CCC3CC(CC(C3)C1)C2
 : /	0%	-4	-12	9.3µM*	6%
- COc1ccc(/C=C/C(=O)NC(CCSC)C(=O)O)cc1 (configuration not stated)
 : 19%	-2%	-7	-13	?	-2%
- COc1ccc(CC(=O)N[C@@H](CCSC)c2nc3ccccc3[nH]2)cc1
 : -20%	1%	7	24	-3%	1%
- CC1CCc2cc(F)ccc2N1S(=O)(=O)c1ccc(Cl)nc1 (configuration not stated)
 : ?	-17%	-3	-8	?	-10%
- CCOC(=O)C1(Cc2cccc(F)c2)CCN(Cc2c(C)nn(CC)c2C)CC1
 : 16%	0%	1	-15	13%	10%
- CCC1(O)CC(C(=O)OC)=NN1C(=O)c1ccccc1 (configuration not stated)
 : /	1%	-3	-5	6%	11%
- CS(=O)(=O)c1ccc2nc(NC(=O)c3ccc(N4CCCC4=O)cc3)sc2c1
 : 9%	4%	-2	8	5%	1%
- COc1cc(/C=C(\C#N)C(=O)Nc2ccccn2)ccc1O
 : 13%	?	19*	52*	8%	14µM*
- COC(=O)Nc1c(C)n(C)n(-c2ccccc2)c1=O
 : 2%	1%	0	-9	67%[activator]	1%
- CN(c1ccc(OCC(=O)Nc2ccc3[nH]c(=O)[nH]c3c2)cc1)S(=O)(=O)c1ccc(Cl)cc1
 : /	-11%	8	-16	-49%	-12%
- Cc1cccc(-n2c(Cc3cc(=O)[nH]c(=O)[nH]3)nnc2SCC(=O)Nc2cccc(C(F)(F)F)c2)c1
 : -1%	6%	1	-6	7%	-1%
- Cc1cc(C)nc(CCNC(=O)CC2C(=O)NCCN2Cc2ccc(F)cc2Cl)n1 (configuration not stated)
 : 22%	-29%	-3	-9	?	?
- Oc1ccc(Cl)cc1C1=NNC(c2cc(Br)cc3c2OCOC3)C1 (configuration not stated)
 : ?	5%	14	-4	28%	25µM*
- CCCC(=O)C1=C(O)C(C(=O)OC)C(C)(C)CC1=NC(C)(C)C (configuration not stated)
 : ?	3%	-5	-14	/	0%
- COc1ccccc1N(C(=O)c1snc(C(N)=O)c1N)C(C(=O)NC1CCCC1)c1ccco1 (configuration not stated)
 : -17%	0%	-8	-13	14%	-30%
- COc1ccc(-n2c(=S)[nH]c3cc(C(=O)NCc4ccco4)ccc3c2=O)cc1OC
 : -3%&17%	1%&-5%	-4&-2	-6&4	?	-3%&-9%
- CC(=O)N1CCc2c(sc(NC(=O)CCS(=O)(=O)c3ccc(C)cc3)c2C(N)=O)C1
 : -24%	/	/	/	-29%	-22%
- O=C(CCNC(=O)Cn1ccc2ccccc2c1=O)NCCN1CCN(c2cccc(Cl)c2)CC1
 : -10%	-1%	5	2	0%	4%
- O=[N+]([O-])c1ccc(COc2ncnc3ccccc23)cc1
 : -8%	-2%	-3	-7	-12%	-1%
- C=CCN(c1ccc(C(=O)NCCc2ccccc2)cc1)S(C)(=O)=O
 : /	4%	40*	44	74%[activator]	3%
- CCn1c(CC(=O)Nc2ccc(F)cc2)nnc1SCC(=O)Nc1nnc(C)s1
 : 11%	-11%	-7	-13	14%	9%
- COc1ccc(C)cc1NC(=O)C1CCCN(S(=O)(=O)c2cccc3cccnc23)C1 (configuration not stated)
 : ?	-5%	-1	-3	?	8%
- Cc1ccc(S(=O)(=O)N2C(=O)CCC2C(=O)O/N=C(\N)c2cccc([N+](=O)[O-])c2)cc1 (configuration not stated)
 : 0%	/	-1	-3	?	-18%
- COc1cc(C(=O)n2nc(C)cc2C)cc(OC)c1OC
 : /	-1%	-6	-15	?	7%[11.4 µM]
- O=C(c1ccc(F)cc1)N1CCC(n2nnc3ccccc32)CC1
 : 149%[activator]	-4%	50*	111*	20%	8%
- COc1ccc2cc(C(=O)N/N=C/c3cc(OC)c(OC)c(OC)c3)[nH]c2c1
 : ?	-5%	5	30	-27%	-1%
- O=C(COC(=O)Cc1ccccc1)Nc1nnc(-c2ccccc2)o1
 : 31%[activator]	/	/	/	?	-2%
- COc1ccc(CCNC2=NCCS2)cc1
 : 10%	2%	2	-1	?	0%
- COCCN1Cc2cccc(C(=O)Nc3ccc4c(c3)OCCO4)c2C1=O
 : /	-10%	31*	65*	-12%	-3%
- C=CCN1C(=O)CN=C1Nc1ccc(OC)cc1OC
 : /	?	0	-6	-6%	-8%
- CCOC(=O)CNS(=O)(=O)c1ccc2c3c(cccc13)C(=O)N2CC
 : -16%	0%	-2	1	16%	-6%
- CCOC(=O)/C(C#N)=C/c1cccc([N+](=O)[O-])c1
 : 30%[activator]	-9%	-2	3	8%	6%
- Cc1ccccc1-n1c(SCC(=O)Nc2ccccc2Cl)nc2n[nH]c(C)c2c1=N
 : ?	23%	10	-3	0%	6%

3 entries drawn at random from those above, as already listed:
Order of values – Pf growth 48h	Giardia FBPA inh	Cycloheximide cs	Shiga inhibitor	Pf growth 96h	Sm TGR block
- CC(NC(=O)C12CC3(C)CC(C)(CC(C)(C3)C1)C2)C(=O)O (configuration not stated)
 : -2%	10%	3	-7	?	/
- COc1ccccc1N(C(=O)c1snc(C(N)=O)c1N)C(C(=O)NC1CCCC1)c1ccco1 (configuration not stated)
 : -17%	0%	-8	-13	14%	-30%
- CCSc1nc(-c2ccc(OC)cc2)ccc1C#N
 : ?	-8%	-2	-8	25%	0%

Continued.
Order of values – Pf growth 48h	Giardia FBPA inh	Cycloheximide cs	Shiga inhibitor	Pf growth 96h	Sm TGR block
- C=C(C)COc1ccc(-c2nc(N)ncc2Oc2ccccc2OC)c(O)c1
 : ?	-6%	-2	5	?	-33%
- CC(C)CCNc1ncnc2c1nnn2Cc1ccccc1Cl
 : 12%	4%	-4	-2	71%[activator]	7%
- COc1ccc2cc(/C=C/C(=O)c3ccco3)c(Cl)nc2c1
 : ?	0%	38*	91	/	45µM*
- COC(=O)c1ccc(C(=S)NCC2(N(C)C)CCCCC2)cc1
 : ?	11%	1	22	?	1%
- COc1ccc(-n2c(=O)c(CCC(=O)N3CCN(c4ccccc4O)CC3)nc3ccccc32)cc1
 : 3.7µM*	/	/	/	8.3µM*	-1%
- CC(=O)N1CCN(CC(c2ccccc2)c2ccccc2)CC1
 : -29%	-12%	-2	-4	0%	5%
- CC(C)Oc1ccc(C(=O)Nc2ccc(NC(=O)c3ccco3)c(Cl)c2)cc1
 : -1%	/	40*	50*	-12%	-20%
- COc1ccc(C)cc1NC(=O)NC(C)c1ccc2c(c1)OCO2 (configuration not stated)
 : ?	/	10	-10	37%[activator]	-17%
- C=CCNC(=S)NNC(=O)c1cccc2ccccc12
 : 23%	0%	-2	12	19%	1%
- Cn1c(NC(=O)C(C)(C)Oc2ccc(Cl)cc2)cc(=O)n(C)c1=O
 : -18%	-1%	-2	-5	2%	3%
- O=C(CSC(=S)N1CCOCC1)N1N=CCC1c1ccccc1 (configuration not stated)
 : 6%	3%	11	-22	/	-3%
- COc1ccc(NC(=O)Cn2nnc(C(=O)NCc3cccs3)c2N)cc1
 : 15%	-13%	-2	-4	30%	0%&-1%
- O=C(CN1C(=O)NC2(CCCCC2)C1=O)N1CCN(S(=O)(=O)c2cccc([N+](=O)[O-])c2)CC1
 : 7%	/	/	/	-15%	2%
- COC(=O)c1ccc(NC2=C(Cl)C(=O)OC2OC(=O)c2ccccc2)cc1 (configuration not stated)
 : 10%	-5%	42*	36	52%[1.15 µM]	?
- O=S(=O)(c1ccc(Br)cc1)N1CCN(Cc2ccco2)CC1
 : 17%	0%	-2	0	58%[activator]	-15%
